PAD4 inh = inhibitors of human PAD4 | Q9UM07 | recombinant PAD4, RCA probe fluorescence polarization | inhibition, % at 6.36 µM | actives 0.41% (n = 330,000);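 active means percent inhibition above a cutoff equal to the mean of all tested compounds plus 3 SD, cut at about 15% in these data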;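 further: 0% = PAD4 with RCA probe and DMSO and 100% = probe without PAD4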
PREPL inh = inhibits the human prolyl oligopeptidase-like enzyme; Q4J6C6; recombinant PREPL, fluorescence polarization activity-based probe; inhibition, % at 5.96 µM; actives 0.68% (n = 320,000); in the data active means inhibition above about 43%;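 further: 0% = enzyme with DMSO and 100% = wells lacking enzyme; many of its hits are not listed in these tables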
Target sequence (Q4J6C6 whole entry, looked up): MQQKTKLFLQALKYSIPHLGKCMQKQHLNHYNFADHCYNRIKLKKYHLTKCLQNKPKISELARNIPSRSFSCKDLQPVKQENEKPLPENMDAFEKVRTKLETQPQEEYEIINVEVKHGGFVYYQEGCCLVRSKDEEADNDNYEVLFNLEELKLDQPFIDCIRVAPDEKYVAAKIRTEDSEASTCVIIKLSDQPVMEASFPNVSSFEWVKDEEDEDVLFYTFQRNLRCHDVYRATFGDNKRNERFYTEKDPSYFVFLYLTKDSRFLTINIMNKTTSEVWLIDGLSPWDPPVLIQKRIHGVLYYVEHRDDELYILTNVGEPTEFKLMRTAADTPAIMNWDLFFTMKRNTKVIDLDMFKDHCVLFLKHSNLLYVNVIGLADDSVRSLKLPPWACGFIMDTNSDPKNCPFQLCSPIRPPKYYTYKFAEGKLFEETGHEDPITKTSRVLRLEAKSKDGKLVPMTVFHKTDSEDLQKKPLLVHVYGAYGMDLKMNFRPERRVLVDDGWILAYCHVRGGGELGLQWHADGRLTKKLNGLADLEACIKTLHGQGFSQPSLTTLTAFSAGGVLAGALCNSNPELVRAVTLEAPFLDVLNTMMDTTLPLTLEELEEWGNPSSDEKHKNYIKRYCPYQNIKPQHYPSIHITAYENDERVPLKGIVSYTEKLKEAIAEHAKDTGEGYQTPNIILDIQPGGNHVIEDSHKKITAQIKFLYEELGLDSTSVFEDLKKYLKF
LYPLA1 counter = LYPLA1 (human) inhibition in PME1 counter-screen. O75608. recombinant LYPLA1, FP-Rh probe fluorescence polarization. inhibition, % at 5.9 µM. actives 0.16% (n = 320,000). AID 2174;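 active means inhibition above the mean of all tested compounds plus 3 SD, set per campaign, cut at about 14% in these data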;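 further: inhibitors block serine hydrolase probe labeling of LYPLA1 so polarization falls; 0% = enzyme with DMSO and 100% = wells lacking LYPLA1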
GSTO1 inh = blocks human GSTO1 in RBBP9 counter-screen; recombinant GSTO1, activity-based probe fluorescence polarization; AID 1974; actives 1.1% (n = 300,000); inhibition, % at 5.96 µM;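 active means inhibition above the campaign mean inhibition plus 3 SD, cut at about 35% in these data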;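 further: 0% = GSTO1-1 with DMSO and 100% = wells lacking GSTO1-1 enzyme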
EBNA-1 inh = blocks EBNA-1 binding to DNA; EBNA-1 DNA binding, fluorescence polarization; inhibition, % at 14.8 µM; actives 0.34% (n = 300,000); AID 1950; in the data active means inhibition above about 28%
PAFAH1B3 inh = blocks human PAF acetylhydrolase 1B catalytic subunit 3; Q15102; recombinant PAFAH1B3, FP-rhodamine probe, fluorescence polarization; inhibition, % at 3.39 µM; actives 0.28% (n = 340,000); AID 492972;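 active means inhibition above the screen-wide average of all tested compounds plus 3 SD, cut at about 25% in these data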;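 further: 0% = enzyme with DMSO only and 100% = wells lacking PAFAH1B3 protein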
LYPLA2 inh = LYPLA2 (human) inhibition in PME1 counter-screen; inhibition, % at 5.9 µM; AID 2177; recombinant LYPLA2, FP-Rh probe fluorescence polarization; O95372; actives 0.38% (n = 320,000);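 active means inhibition above the screen-wide mean plus 3 SD, limit set per campaign, cut at about 26% in these data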;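 further: 0% = LYPLA2 with DMSO and 100% = wells lacking LYPLA2 enzyme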
PAFAH2 inh = inhibitors of human PAFAH2 | Q99487 | recombinant PAFAH2, FP-rhodamine activity probe, fluorescence polarization | inhibition, % at 3.39 µM | actives 0.99% (n = 340,000) | AID 492956;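 active means inhibition above the mean over all tested compounds plus 3 SD, cut at about 30% in these data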;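 further: inhibitors block probe labeling of enzyme so polarization drops; 0% = enzyme with DMSO and 100% = wells lacking PAFAH2 protein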
ZTA DNA inh = ZTA (EBV) inhibition in EBNA-1 counter-screen. P03206. ZTA-DNA binding, fluorescence polarization. inhibition, % at 11 µM. actives 0.15% (n = 320,000). AID 2234; in the data active means inhibition above about 33%
* marks the source's active call; other numbers are inactive results; . = not tested or not shown; & = joins results of further samples. This is a subset (hit frequency here may not be typical).

Preview:
SMILES	PAD4 inh	PREPL inh	LYPLA1 counter	GSTO1 inh	EBNA-1 inh	PAFAH1B3 inh	LYPLA2 inh	PAFAH2 inh	ZTA DNA inh
Cc1cc(/C=C2\C(=O)NC(=O)N(c3cccc(F)c3)C2=O)c(C)n1-c1ccc(C(=O)O)c(Cl)c1	0.2	1.8	0.3	5.6	-0.1	6.0	3.3	8.3	4.4
CC(C)COc1ccc(Cc2c(O)[nH]c(=S)[nH]c2=O)cc1	-1.6	7.4	2.2	17.7	-22.2	9.2	-2.0	-3.0	-7.8

The listing, from the start:
SMILES	PAD4 inh	PREPL inh	LYPLA1 counter	GSTO1 inh	EBNA-1 inh	PAFAH1B3 inh	LYPLA2 inh	PAFAH2 inh	ZTA DNA inh
Cc1cc(/C=C2\C(=O)NC(=O)N(c3cccc(F)c3)C2=O)c(C)n1-c1ccc(C(=O)O)c(Cl)c1	0.2	1.8	0.3	5.6	-0.1	6.0	3.3	8.3	4.4
CC(C)COc1ccc(Cc2c(O)[nH]c(=S)[nH]c2=O)cc1	-1.6	7.4	2.2	17.7	-22.2	9.2	-2.0	-3.0	-7.8
O=c1c2ccccc2nc(Cc2ccccc2)n1-c1ccc(O)cc1	-3.5	1.2	0.2	2.9	0.0	7.0	-1.3	-1.0	11.1
Cc1ccc(-n2c(C)cc(/C=C3/C(=O)NC(=O)N(Cc4ccco4)C3=O)c2C)cc1	-3.8	-0.4	0.1	6.7	4.7	0.5	0.5	6.1	-0.4
COc1ccc(CN2CCN(c3ccccc3)CC2)c(C)c1C	3.3	5.0	-0.6	3.2	-0.5	-7.0	-2.9	0.6	-18.9
S=C=Nc1ccccn1	-2.0	-7.7	-0.1	3.9	-5.3	-4.2	5.0	-0.1	3.6
CN(C(=O)Oc1ccc(C(C)(C)C)cc1)c1ccccc1	-4.3	-1.0	1.8	1.0	4.8	6.6	0.5	-3.7	4.7
Cc1ccc(OP(=O)(Nc2cccc(C)c2)Oc2ccc(C)cc2)cc1	2.1	2.4	9.1	2.5	1.8	-1.1	6.3	7.7	-4.2
CCOC(C(=O)OCCC[N+](C)(CC)CC)(c1ccccc1)c1ccccc1	1.4	18.0	0.6	-3.0	-5.7	5.0	1.5	8.5	-10.1
S=C1Nc2ccccc2Sc2ccccc21	-1.1	-17.3	-1.0	1.0	1.7	-5.3	2.2	4.2	9.4
COc1ccc(CCNCc2ccccn2)cc1OC	-2.2	5.6	-3.9	-1.8	6.3	6.2	-1.0	-7.7	8.9
O=c1[nH]c(=O)n(C2CCCCC2)c(O)c1C1NCCc2ccccc21 (configuration not stated)	-8.2	13.3	3.8	21.7	-19.5	2.1	-0.2	11.3	6.9

12 of the compounds above, with values under each structure:
Values run as follows: PAD4 inh, PREPL inh, LYPLA1 counter, GSTO1 inh, EBNA-1 inh, PAFAH1B3 inh, LYPLA2 inh, PAFAH2 inh, ZTA DNA inh
- Cc1cc(/C=C2\C(=O)NC(=O)N(c3cccc(F)c3)C2=O)c(C)n1-c1ccc(C(=O)O)c(Cl)c1
  0.2, 1.8, 0.3, 5.6, -0.1, 6.0, 3.3, 8.3, 4.4
- CC(C)COc1ccc(Cc2c(O)[nH]c(=S)[nH]c2=O)cc1
  -1.6, 7.4, 2.2, 17.7, -22.2, 9.2, -2.0, -3.0, -7.8
- O=c1c2ccccc2nc(Cc2ccccc2)n1-c1ccc(O)cc1
  -3.5, 1.2, 0.2, 2.9, 0.0, 7.0, -1.3, -1.0, 11.1
- Cc1ccc(-n2c(C)cc(/C=C3/C(=O)NC(=O)N(Cc4ccco4)C3=O)c2C)cc1
  -3.8, -0.4, 0.1, 6.7, 4.7, 0.5, 0.5, 6.1, -0.4
- COc1ccc(CN2CCN(c3ccccc3)CC2)c(C)c1C
  3.3, 5.0, -0.6, 3.2, -0.5, -7.0, -2.9, 0.6, -18.9
- S=C=Nc1ccccn1
  -2.0, -7.7, -0.1, 3.9, -5.3, -4.2, 5.0, -0.1, 3.6
- CN(C(=O)Oc1ccc(C(C)(C)C)cc1)c1ccccc1
  -4.3, -1.0, 1.8, 1.0, 4.8, 6.6, 0.5, -3.7, 4.7
- Cc1ccc(OP(=O)(Nc2cccc(C)c2)Oc2ccc(C)cc2)cc1
  2.1, 2.4, 9.1, 2.5, 1.8, -1.1, 6.3, 7.7, -4.2
- CCOC(C(=O)OCCC[N+](C)(CC)CC)(c1ccccc1)c1ccccc1
  1.4, 18.0, 0.6, -3.0, -5.7, 5.0, 1.5, 8.5, -10.1
- S=C1Nc2ccccc2Sc2ccccc21
  -1.1, -17.3, -1.0, 1.0, 1.7, -5.3, 2.2, 4.2, 9.4
- COc1ccc(CCNCc2ccccn2)cc1OC
  -2.2, 5.6, -3.9, -1.8, 6.3, 6.2, -1.0, -7.7, 8.9
- O=c1[nH]c(=O)n(C2CCCCC2)c(O)c1C1NCCc2ccccc21 (configuration not stated)
  -8.2, 13.3, 3.8, 21.7, -19.5, 2.1, -0.2, 11.3, 6.9

Next part.
SMILES	PAD4 inh	PREPL inh	LYPLA1 counter	GSTO1 inh	EBNA-1 inh	PAFAH1B3 inh	LYPLA2 inh	PAFAH2 inh	ZTA DNA inh
CC(Cc1cnccn1)NCc1c(C(=O)N2CCCCCCC2)nc2ccc(Cl)cn12 (configuration not stated)	-1.9	6.4	-1.4	-0.2	8.9	6.7	-1.2	4.7	10.6
C=C1C(=O)O[C@@H]2C[C@@H](C)[C@@H]3C=CC(=O)[C@@]3(C)[C@@H](O)[C@H]12	-5.6	-3.6	1.4	-0.9	3.5	5.8	0.3	4.4	-3.5
Cc1ccc(C(=O)O)cc1N=Nc1c(O)[nH]c(=O)[nH]c1=O	2.9	-0.1	-4.0	-0.2	8.5	4.4	-6.4	-6.0	-6.6
CC(NS(C)(=O)=O)c1nnc2n1-c1ccc(Br)cc1C(c1ccccc1Cl)=NC2 (configuration not stated)	-1.1	3.6	-1.7	-2.1	0.0	-0.5	3.7	2.7	-7.2
CN(C)C(=O)Oc1ccc2oc(=O)cc(-c3cc4ccccc4o3)c2c1	-2.8	0.8	-0.1	9.4	-1.7	12.9	-1.4	-1.1	5.3
Nc1ncc2[nH]cnc2n1	3.3&-0.8	3.3&-2.7	-1.1&0.2	4.1&1.5	9.2&-3.6	13.7&-4.5	0.5&2.8	1.0&-3.9	17.7&-6.9
O=C(COc1ccccc1)N1CCN(Cc2c[nH]c3ccccc23)CC1	-4.1	-5.1	-0.7	18.4	-14.2	6.0	4.6	-2.6	-6.6
COC(=O)c1ccc(CN2CCN(Cc3ccccc3)CC2)cc1	2.9	2.3	3.9	-0.7	-8.3	0.2	6.0	-8.2	0.1
Cc1nc2cc(C(F)(F)F)ccc2n1C1CCN(Cc2nnnn2Cc2cccs2)CC1	1.9	7.7	-1.1	-7.6	-0.4	0.5	26.6*	3.9	4.2
COC(=O)C1=C(c2ccc(OC(F)(F)F)cc2)C[C@@H]2CC[C@H]1N2C(=O)NCCCOC(C)C	2.8	0.3	-1.6	.	.	13.0	1.9	10.7	-7.9
Cc1cccn2c(=O)c3c(nc12)N1CCc2ccccc2C1C1(C3)C(=O)NC(=O)N(C)C1=O (configuration not stated)	1.9	7.1	-0.2	3.5	-1.8	4.0	0.3	-4.7	-7.2
CCN1C(=O)C(=C/C=C/c2ccco2)C(=O)N(CC)C1=S	-33.1	-47.0	-30.9	-160.0	7.4	-87.5	-59.9	-58.4	4.8
O=c1[nH]c(=O)n(CCC2=CCCCC2)c(O)c1C=Nc1cccc(F)c1	-1.3	5.9	0.2	8.3	9.0	5.5	3.2	-1.6	12.1
C[C@H]1CCCC(=O)CCC/C=C/c2cc(O)cc(O)c2C(=O)O1	1.2	-2.6	-3.7	0.9	0.7	-0.6	-0.8	-5.8	4.6
C=C[C@H]1CN2CC[C@H]1C[C@@H]2[C@@H](O)c1ccnc2ccccc12	3.6	-15.5	2.1	6.1	-3.9	9.6	5.5	-2.6	6.0
CCc1ccccc1NC(=O)N1C[C@H]2C[C@@H](C1)c1cccc(=O)n1C2	0.0	0.2	-1.4	2.1	-7.5	4.1	1.2	2.1	8.3

Bioassay records (PubChem BioAssay)
